hIAP activ: human IAP activators, primary screen, biochemical, luminescence, uHTS | Intestinal-type alkaline phosphatase (Homo sapiens), P09923 | purified human IAP, CDP-Star luminescence, 30 min; active compounds read high; 1 = vehicle-only enzyme, 0 = enzyme-free background | activation factor at 10 µM | 330,000 compounds, 0.16% hits | AID 2524, 2010;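 active means activation factor of the enzyme at least 2-fold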; further: the source names both 10 and 20 µM as test concentration; values of inactives mirror those of a sister screen read the other way
Target sequence (P09923 whole entry, looked up): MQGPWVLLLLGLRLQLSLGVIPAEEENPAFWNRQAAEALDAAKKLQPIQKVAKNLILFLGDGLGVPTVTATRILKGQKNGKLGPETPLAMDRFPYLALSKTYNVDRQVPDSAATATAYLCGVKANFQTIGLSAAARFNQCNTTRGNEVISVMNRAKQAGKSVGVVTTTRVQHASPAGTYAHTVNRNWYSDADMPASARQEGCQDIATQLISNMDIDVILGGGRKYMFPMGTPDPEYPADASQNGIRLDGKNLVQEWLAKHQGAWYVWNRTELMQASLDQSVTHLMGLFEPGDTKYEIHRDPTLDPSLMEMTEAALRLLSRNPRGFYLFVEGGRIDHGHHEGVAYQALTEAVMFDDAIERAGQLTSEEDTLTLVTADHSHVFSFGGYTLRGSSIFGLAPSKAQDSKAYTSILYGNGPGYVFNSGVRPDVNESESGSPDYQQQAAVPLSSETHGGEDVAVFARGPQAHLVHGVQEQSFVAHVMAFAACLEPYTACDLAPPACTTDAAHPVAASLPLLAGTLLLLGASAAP
NALP3 yeast inh: NALP3 inflammasome inhibitors in reconstituted yeast, primary screen, luminescence, uHTS | 330,000 compounds, 0.39% hits | Yeast reconstituted NLRP3/ASC/caspase-1, beta-gal luminescence, 24 h | inhibition, % at 10 µM | AID 2825, 2010;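 active means inhibition of 50% or more; inactive means inhibition below 50%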;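 further: plate controls were induced DMSO wells for no effect and uninduced yeast grown without galactose for full effect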
mIAP block: inhibitors of mouse IAP, primary screen, biochemical, luminescence, uHTS; inhibition, % at 10 µM; purified mouse IAP, CDP-Star luminescence, 30 min; intestinal alkaline phosphatase [Mus musculus]; 330,000 compounds, 0.2% hits; AID 2806, 2010;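 active means inhibition of at least 40% at 10 µM in the primary screen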;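 further: plate controls were DMSO with enzyme for no effect and no enzyme wells for full effect; values of inactives mirror those of a sister screen read the other way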
SENP1 inh: human SENP1 catalytic domain inhibitors, primary screen, biochemical, FRET, uHTS | Sentrin-specific protease 1 (Homo sapiens), Q9P0U3 | recombinant SENP1 catalytic domain, CyPet-SUMO1-YPet FRET cleavage | inhibition, % at 10 µM | 360,000 compounds, 0.21% hits | AID 624204, 2012;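 active means inhibition at least 30% at 10 µM, raw YFP signal under a set limit, fluorescence ratio 0.5 to 1.5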;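 further: 0% = enzyme with DMSO and 100% = no enzyme wells; some results filed as inactive read as strong as hits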
Target sequence (Q9P0U3 419-644 limits assumed): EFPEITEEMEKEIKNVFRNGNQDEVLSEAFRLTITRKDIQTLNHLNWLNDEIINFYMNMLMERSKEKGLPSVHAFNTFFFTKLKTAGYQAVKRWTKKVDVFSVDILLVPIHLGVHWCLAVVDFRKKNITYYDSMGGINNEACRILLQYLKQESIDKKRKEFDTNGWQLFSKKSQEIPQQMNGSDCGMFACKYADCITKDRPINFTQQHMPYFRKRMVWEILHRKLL
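material = recombinant human SENP1 catalytic domain, His6-tagged | quantity = 20 pM enzyme | reagent = 25 nM SUMO1 FRET substrate | compound dosing = 10 µM single point, 0.5% DMSO | timing = 50 min enzyme reaction, room temperature, light-protected | detection = FRET, CFP and YFP emission | control set = no-enzyme low, enzyme-DMSO high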
mIAP activ: activators of mouse IAP, primary screen, biochemical, luminescence, uHTS; intestinal alkaline phosphatase [Mus musculus]; muIAP, CDP-Star luminescence, 30 min; active compounds read high; 1 = vehicle-only enzyme signal, 0 = enzyme-free wells; activation factor at 10 µM; 330,000 compounds, 0.24% hits; AID 2805, 2010;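 active means activation factor of at least 2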; further: the source names both 10 and 20 µM as test concentration; values of inactives mirror those of a sister screen read the other way
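Assay system: mouse IAP enzyme / Compound: DMSO-dissolved test compounds / Timing: 30 min, room temperature / Measured by: luminescence from enzymatic CDP-Star hydrolysis / Control set: DMSO-only wells, enzyme-free buffer wells as negative control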
A3G deaminase: APOBEC3G DNA deaminase inhibitors, primary screen, biochemical, fluorescence, single-stranded DNA substrate, uHTS; DNA dC->dU-editing enzyme APOBEC-3G (Homo sapiens), Q9HC16; recombinant A3G, ssDNA deamination FAM/TAMRA fluorescence; inhibition, % at 20 µM; 330,000 compounds, 0.28% hits;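 active means inhibition of at least 40% at 20 µM, with no more than 30% in the related APOBEC3A deaminase screen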;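 further: plate controls were DMSO wells with A3G for no effect and wells lacking A3G enzyme for full effect; some compounds called inactive have numbers as strong as hits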
beta cell repl: inducers of MIN6 beta-cell proliferation, primary screen, ATP luminescence, uHTS; MIN6 cells proliferation, ATPlite luminescence, 48 h; cells starved in 0.2% serum; 100% = growth in 10% serum; proliferation, % at 10 µM; 330,000 compounds, 0.29% hits;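 active means compounds whose signal lies at least 3.5 SD above the mean of all wells on their plate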;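 further: 0% = DMSO-treated cells in low-serum medium and 100% = 10% serum control; some compounds called inactive have numbers as strong as hits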
A3A deaminase: APOBEC3A ssDNA deaminase inhibitors, primary screen, selectivity assay for APOBEC3G inhibitor project, biochemical, FAM/TAMRA oligo cleavage fluorescence. recombinant A3A, FAM/TAMRA ssDNA deamination fluorescence. 330,000 compounds, 0.41% hits. inhibition, % at 20 µM. AID 493011, 2011. DNA dC->dU-editing enzyme APOBEC-3A (Homo sapiens), P31941;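 active means at least 40% inhibition at 20 µM here, with at most 30% in a related deaminase screen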;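 further: plate controls were A3A with DMSO for no effect and wells lacking A3A enzyme for full effect; some results filed as inactive read as strong as hits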
Target sequence (P31941 whole entry, looked up): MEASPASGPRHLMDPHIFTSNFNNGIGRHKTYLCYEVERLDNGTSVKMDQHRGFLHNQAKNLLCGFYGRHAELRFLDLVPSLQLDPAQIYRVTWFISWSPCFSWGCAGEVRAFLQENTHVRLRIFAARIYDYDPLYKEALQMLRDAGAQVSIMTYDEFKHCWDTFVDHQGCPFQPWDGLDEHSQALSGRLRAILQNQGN
hIAP block: human IAP inhibitors, primary screen, biochemical, luminescence, uHTS. Intestinal-type alkaline phosphatase (Homo sapiens), P09923. purified IAP, CDP-Star luminescence, 30 min. inhibition, % at 10 µM. 330,000 compounds, 0.12% hits. AID 2544, 2010;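 active means inhibition reaching a set limit with compound at 10 µM in the primary screen, cut at about 35% in these data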;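 further: plate controls were DMSO wells with enzyme for no effect and no-enzyme buffer wells for full effect; values of inactives mirror those of a sister screen read the other way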
The depositor's hits bear a star.

Second line of a record – hIAP activ	NALP3 yeast inh	mIAP block	SENP1 inh	mIAP activ	A3G deaminase	beta cell repl	A3A deaminase	hIAP block
CN(C)c1nc(NCc2ccccc2)nc(SCC(=O)Nc2ccccc2)n1
    0.97	18	-104	0	2*	-6	-3	2	3
O=C(COC(=O)c1ccc(Br)o1)Nc1ccc2[nH]c(=O)[nH]c2c1
    1.2	7	-1	1	1	-2	5	-2	-20
CCN(CC)S(=O)(=O)c1ccc(O)c(NC(=O)c2ccc(N3CCOCC3)c([N+](=O)[O-])c2)c1
    0.89	4	-10	3	1.1	11	2	5	11
N/C(=N\OC(=O)Cc1ccccc1[N+](=O)[O-])c1ccccn1
    0.98	8	2	7	0.98	-4	-1	-1	2
CCOC(=O)/C(C#N)=C/c1cc2cc(C)c(C)cc2nc1Cl
    1.1	16	-4	-1	1	-7	-3	0	-8
CCc1ccc(C(C)NC(=O)c2ccc3c(c2)OCO3)cc1 (configuration not stated)
    1.1	27	-9	0	1.1	-7	-1	0	-13
COc1ccc2nc(N/C(N)=N/C(=S)Nc3ccccc3)nc(C)c2c1
    1.3	21	8	-3	0.92	2	-6	2	-35
O=C(Nn1c(C2CCCCC2)nc2ccccc2c1=O)c1ccc(Cl)c([N+](=O)[O-])c1
    1.1	12	4	-2	0.96	-8	-6	-4	-5
CC(C)(C)OC(=O)N1CCC(NC(=O)c2nc[nH]c2C(=O)N2CCN(c3ccccc3)CC2)CC1
    1.1	11	-1	0	1	-1	1	3	-14
CC[C@@H](C)[C@H](NC(=O)Cc1c(C)c2cc3c(C)coc3c(C)c2oc1=O)C(=O)O
    1.1	1	2	-28	0.98	-7	-2	1	-12
C=CCNC(=O)NS(=O)(=O)c1ccc(C)cc1
    1.2	4	-7	0	1.1	3	2	5	-15
O=c1c2ccccc2nc2n1CC/C2=C/N1CCN(c2cccc(C(F)(F)F)c2)CC1
    1.2	32	1	0	0.99	11	-3	7	-24
Cc1cc2oc(=O)cc(Cn3ncc(Cl)c(Cl)c3=O)c2cc1Cl
    1.1	6	11	-3	0.89	-4	-5	-2	-7
Cc1cc(C)n(C(=O)c2ccc(C)c(S(=O)(=O)N3CCCCC3)c2)n1
    0.96	3	3	1	0.97	-2	-1	0	4
CCc1ccccc1NC(=O)COc1ccc2c(c1)OCO2
    0.9	44	15	1	0.85	0	2	1	10
Cc1ccc(CNC(=O)CS(=O)(=O)Cc2nc(-c3ccccc3F)oc2C)cc1
    1.1	8	2	2	0.98	13	-1	1	-10
O=C(NNC(=O)c1ccc([N+](=O)[O-])cc1)c1ccc(Br)cc1
    1	27	1	1	0.99	-5	-3	-4	-2
O=C(Nc1ccc(F)cc1)C1C2CCC3C(CCC21)C3(Cl)Cl (configuration not stated)
    1.1	1	-32	2	1.3	-6	-1	-3	-8
CCc1nnc(NC(=O)COc2ccc3c(c2)OCO3)s1
    0.95	12	5	7	0.95	-7	0	1	5
CC(=O)N1N=C(c2ccc(Cl)cc2)CC1c1ccco1 (configuration not stated)
    1.6	18	1	1	0.99	-1	-3	0	-62
Cc1ccc(-c2nc3cnccn3c2Nc2ccc3c(c2)OCO3)o1
    0.98	2	-5	-46	1	1	1	-2	2
C#CCOCCOCCOCCNc1nc(N2CCOCC2)nc(N2CCN(C(=O)CCCCCCCCCCNC(=O)[C@@H]([C@H](C)O)n3cc(C)nn3)CC2)n1
    1.1	8	-5	0	1.1	-7	0	0	-8
Cc1ccc(S(=O)(=O)Oc2ccc(/C=C3/N=C(c4ccccc4)OC3=O)cc2)cc1
    0.82	7	6	-1	0.94	-1	-5	3	18
COc1ccccc1-n1nnnc1SCC(=O)Nc1ccc(C)c(N)c1
    0.94	7	1	1	0.99	-9	-1	-3	6
Cc1ccc(C(C)C)c(OCC(O)CN2CCOCC2)c1 (configuration not stated)
    1.1	-2	-2	0	1	-3	-1	2	-11
COc1ccc(C2C(=O)N(C3CCCCC3)CC(=O)N2Cc2ccco2)cc1 (configuration not stated)
    0.91	-3	2	-4	0.98	1	3	3	9
Cc1nn2c(N3CCN(C)CC3)cc(C(C)(C)C)nc2c1-c1ccccc1
    0.99	19	9	1	0.91	-9	-4	-3	1
CCOC(=O)C1(CC2CC2)CCN(S(=O)(=O)/C=C/c2ccccc2)CC1
    0.95	13	2	0	0.98	-8	-3	1	4
O=C(N/C(=C/C=C/c1ccccc1)C(=O)N1CCOCC1)c1ccccc1Cl
    1.2	3	10	2	0.9	16	2	6	-19
COc1ccc(NC(=O)CCn2cc(C)c3ccccc32)cc1
    1.1	16	-15	1	1.1	-2	-1	0	-12

For reference, part of the list above:
Second line of a record – hIAP activ	NALP3 yeast inh	mIAP block	SENP1 inh	mIAP activ	A3G deaminase	beta cell repl	A3A deaminase	hIAP block
O=C(NNC(=O)c1ccc([N+](=O)[O-])cc1)c1ccc(Br)cc1
    1	27	1	1	0.99	-5	-3	-4	-2
O=C(Nc1ccc(F)cc1)C1C2CCC3C(CCC21)C3(Cl)Cl (configuration not stated)
    1.1	1	-32	2	1.3	-6	-1	-3	-8
CCc1nnc(NC(=O)COc2ccc3c(c2)OCO3)s1
    0.95	12	5	7	0.95	-7	0	1	5
CC(=O)N1N=C(c2ccc(Cl)cc2)CC1c1ccco1 (configuration not stated)
    1.6	18	1	1	0.99	-1	-3	0	-62
Cc1ccc(-c2nc3cnccn3c2Nc2ccc3c(c2)OCO3)o1
    0.98	2	-5	-46	1	1	1	-2	2
C#CCOCCOCCOCCNc1nc(N2CCOCC2)nc(N2CCN(C(=O)CCCCCCCCCCNC(=O)[C@@H]([C@H](C)O)n3cc(C)nn3)CC2)n1
    1.1	8	-5	0	1.1	-7	0	0	-8
Cc1ccc(S(=O)(=O)Oc2ccc(/C=C3/N=C(c4ccccc4)OC3=O)cc2)cc1
    0.82	7	6	-1	0.94	-1	-5	3	18
COc1ccccc1-n1nnnc1SCC(=O)Nc1ccc(C)c(N)c1
    0.94	7	1	1	0.99	-9	-1	-3	6
Cc1ccc(C(C)C)c(OCC(O)CN2CCOCC2)c1 (configuration not stated)
    1.1	-2	-2	0	1	-3	-1	2	-11
COc1ccc(C2C(=O)N(C3CCCCC3)CC(=O)N2Cc2ccco2)cc1 (configuration not stated)
    0.91	-3	2	-4	0.98	1	3	3	9

The list continues:
Second line of a record – hIAP activ	NALP3 yeast inh	mIAP block	SENP1 inh	mIAP activ	A3G deaminase	beta cell repl	A3A deaminase	hIAP block
CCC(CC)=NNC(=O)c1ccccc1OCc1ccc(F)cc1
    0.91	11	15	3	0.85	-4	-1	0	9
O=C(c1ccco1)N1CCN(C(=O)C2CCCN(S(=O)(=O)c3cccc4nsnc34)C2)CC1 (configuration not stated)
    0.84	19	3	2	0.97	6	2	1	16
COc1ccc(C/C(N)=N/OC(=O)c2cccs2)cc1
    0.98	4	0	2	1	-7	-1	-4	2
O=C(NCC1CCCO1)c1cc2cc(F)ccc2[nH]1 (configuration not stated)
    1.1	11	0	-3	1	-9	-2	-2	-9
Cc1cc(C)n(S(=O)(=O)c2cc(C(=O)O)c(Cl)cc2Cl)n1
    0.92	0	3	2	0.97	-5	-1	-2	8
COc1ccccc1CNC(=O)c1cc(C)nc2ccccc12
    1	23	-1	-2	1	0	0	6	-5
CCOC(=O)c1ccc(N2C(=O)C(CC(=O)NC)N(CCc3ccc(OC)c(OC)c3)C2=S)cc1 (configuration not stated)
    1.2	4	-23	4	1.2	-9	2	-1	-23
COc1ccc(C)cc1NC(=O)NC(C)c1ccc2c(c1)OCO2 (configuration not stated)
    1.1	17	-12	1	1.1	-1	5	2	-14
CCc1ccc(NC(=O)CSc2nc(NS(=O)(=O)c3ccccc3)cc(=O)[nH]2)cc1
    0.93	-2	8	-2	0.92	6	-2	5	7
COc1ccc(C(=O)N2C(=O)c3ccc(N)cc3C2=O)cc1
    1.1	9	8	-35	0.92	4	-1	5	-8
Cc1ccc(Nc2cc(-n3nc(C)cc3C)ncn2)c(C)c1
    1	4	-3	2	1	-5	-4	-6	-2
CC(C)NC(=O)c1cc(-c2ccc(Br)cc2)on1
    0.86	21	7	-1	0.93	-3	2	-3	14
O=C(c1ccccc1)c1ccc(C(=O)N2CCN(c3ccccc3Cl)CC2)cc1
    1	12	10	3	0.9	-1	0	1	-2
O=C(Nc1ccc(C(F)(F)F)cc1Cl)c1ccc(Cn2cc(Br)cn2)o1
    1	23	-6	-3	1.1	9	-4	1	-1
COc1ccc(OC)c(NC(=O)c2cccc(N3C(=O)C4C5C=CC(C6CC56)C4C3=O)c2)c1 (configuration not stated)
    1.1	11	4	1	0.95	-3	-3	0	-10
CCN(CC)C(=O)c1csc(Nc2cccc3ccccc23)n1
    1.1	13	15	-12	0.85	1	-3	1	-12
CNCC(=O)Nc1ccc(OC(F)(F)F)cc1
    1.1	14	-3	0	1	-5	-1	-3	-12
Cc1nn(Cc2ccccc2)c(C)c1NC(=O)CCCn1nc([N+](=O)[O-])cc1C
    0.96	-5	-5	2	1	-6	3	-1	4
CCc1ccc(-c2cc(C(=O)NN3CCOCC3)c3ccccc3n2)s1
    1	-7	-4	-19	1	-14	4	2	-4
COc1ccccc1C(=O)Nc1ccc(C(=O)N2CCCC2)cc1
    0.93	-7	7	1	0.93	-6	3	-2	7
COc1ccc(C(C(=O)NC2CCCC2)N(Cc2cccnc2)C(=O)c2snc(C(N)=O)c2N)cc1OC (configuration not stated)
    1	7	1	2	0.99	-2	-1	-1	-4
COC(=O)c1c(C(=O)OC)c2cc(C(=O)c3ccccc3)ccn2c1Cl
    0.74	5	-3	-16	1	-5	-4	2	26
CC(=O)c1cnn(-c2ccc(Cl)cc2)c1C
    1	11	-3	0	1	-9	-2	-3	-4
Cc1cc([N+](=O)[O-])ccc1NC(=O)/C=C/c1cccs1
    1.1	21	13	2	0.87	-3	4	0	-8
Cn1c(CCN2CCN(c3ccccn3)CC2)nc2cc(NC(=O)COc3ccc([N+](=O)[O-])cc3)ccc21
    1.2	-1	3	2	0.97	-4	-1	0	-17

Assay outcomes as filed in PubChem BioAssay.

Not all compounds are listed; rates above refer to the full screens.
